p53 PUMA act – mutant p53 pathway re-activators, primary screen, cell-based, SW480, luciferase, single point, HTS. SW480 PUMA-promoter luciferase, p53 mutant reactivation. 28,000 tested, 1.5% active. AID 624151, 2012. activation, % at 9.98 µM; in the data active = activation above about 52%
STK33 inh – STK33 kinase inhibitors, primary screen, biochemical, luminescence, ADP-Glo, MBP substrate. Serine/threonine-protein kinase 33 (Homo sapiens), Q9BYT3. inhibition, % at 12.5 µM. 27,000 tested, 0.44% active; in the data active = inhibition above about 20%
Target sequence (Q9BYT3 whole entry, looked up): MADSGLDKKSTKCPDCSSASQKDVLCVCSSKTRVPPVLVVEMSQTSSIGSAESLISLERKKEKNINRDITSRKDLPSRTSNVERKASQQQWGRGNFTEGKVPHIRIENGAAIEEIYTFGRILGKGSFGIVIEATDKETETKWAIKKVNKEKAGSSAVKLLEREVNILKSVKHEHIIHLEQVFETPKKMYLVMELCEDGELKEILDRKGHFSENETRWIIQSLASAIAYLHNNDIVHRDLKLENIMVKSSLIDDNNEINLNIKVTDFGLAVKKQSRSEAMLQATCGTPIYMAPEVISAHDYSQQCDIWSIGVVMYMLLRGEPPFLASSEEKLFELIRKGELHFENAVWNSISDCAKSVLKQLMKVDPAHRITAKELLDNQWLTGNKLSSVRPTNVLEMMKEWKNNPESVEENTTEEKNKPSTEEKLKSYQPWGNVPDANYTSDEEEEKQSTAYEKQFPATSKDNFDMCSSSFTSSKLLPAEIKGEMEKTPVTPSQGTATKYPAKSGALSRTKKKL
* marks the source's active call; other numbers are inactive results; nt = not tested or not shown.

Compound | p53 PUMA act | STK33 inh
O=S(=O)(Nc1ccc(Cl)cn1)c1cccc(S(=O)(=O)c2ccccc2)c1 | -2 | 2
C[C@H](CO)N1C[C@H](C)[C@@H](CN(C)C(=O)Nc2ccccc2)OCCCC[C@H](C)Oc2ccc(NC(=O)C3CCCCC3)cc2C1=O | 2 | nt
Cc1ccc(F)c(NC(=O)CSc2ncn(-c3ccccc3)n2)c1 | 8 | 2
CC(C)C#Cc1cnc2c(c1)C(=O)N([C@@H](C)CO)C[C@@H](C)[C@H](CN(C)Cc1cncnc1)O2 | 4 | nt
C[C@H](CO)N1C[C@H](C)[C@@H](CN(C)C(=O)Nc2ccccc2)Oc2c(NC(=O)NC3CCCCC3)cccc2C1=O | -2 | nt
COc1ccc(-c2ccc(CCC(=O)O)n2-c2ccc(Br)cc2)cc1 | 8 | 1
COc1ccc(S(=O)(=O)N(C)C[C@H]2OCCCC[C@@H](C)Oc3ccc(NS(=O)(=O)c4cn(C)cn4)cc3C(=O)N([C@H](C)CO)C[C@@H]2C)cc1 | nt | 2
C[C@H]1CN([C@@H](C)CO)C(=O)Cc2cc(NC(=O)Nc3ccc4c(c3)OCO4)ccc2O[C@@H]1CN(C)S(=O)(=O)c1cccs1 | nt | 2
C[C@@H]1CCCCO[C@@H](CN(C)Cc2ccc(C(=O)O)cc2)[C@@H](C)CN([C@H](C)CO)C(=O)c2cc(NS(=O)(=O)c3cccs3)ccc2O1 | nt | 2
COc1ccc(CN(C)C[C@H]2Oc3c(NC(=O)C4CC4)cccc3C(=O)N([C@@H](C)CO)C[C@@H]2C)cc1 | 5 | nt
O=C(CSc1nc2ccc(NC(=O)c3ccccc3Cl)cc2s1)Nc1ccc(F)cc1 | -26 | 0
C[C@H]1CN([C@@H](C)CO)C(=O)Cc2cc(NC(=O)Cn3cnnn3)ccc2O[C@@H]1CN(C)S(=O)(=O)c1cn(C)cn1 | nt | 0
O=c1c(OC2OC(CO)C(O)C(O)C2OC2OC(CO)C(O)C(O)C2OC2OC(CO)C(O)C(O)C2O)c(-c2ccc(O)c(O)c2)oc2cc(O)cc(O)c12 (configuration not stated) | -11 | -3
Cc1noc(C)c1NC(=O)N(C)C[C@H]1Oc2c(NC(=O)C3CCOCC3)cccc2C(=O)N([C@@H](C)CO)C[C@H]1C | -5 | nt
C[C@H]1CN([C@@H](C)CO)C(=O)c2cccc(NC(=O)C3CCOCC3)c2O[C@H]1CN(C)Cc1ccccc1 | 0 | nt
COc1cccc(NC(=O)CSc2nnc(-c3ccc(Cl)cc3)n2C)c1 | -10 | -3
CN1CCC(OC(=O)COc2ccc(Br)cc2)CC1 | 6 | 0
C/C(=C\CC(C)(C)/C=C/Cc1ccoc1)C(=O)O | nt | -4
C[C@@H]1CN([C@@H](C)CO)C(=O)c2cccc(NS(C)(=O)=O)c2O[C@H]1CN(C)Cc1ccc(Oc2ccccc2)cc1 | -2 | nt
CNC[C@H]1Oc2ccc(NS(=O)(=O)c3ccc(C)cc3)cc2CC(=O)N([C@@H](C)CO)C[C@H]1C | 14 | -1
O=C1O[C@H](c2ccccc2)[C@H](c2ccccc2)N2[C@H]1[C@@H](C(=O)N1CCCCCCC1)[C@]1(C(=O)Nc3ccc(C#CC4(O)CCCCCC4)cc31)[C@H]2c1ccccc1OCCO | nt | 21*
C[C@H]1CN([C@@H](C)CO)C(=O)Cc2cc(NC(=O)NC3CCCCC3)ccc2O[C@H]1CN(C)Cc1ccc(-c2ccccc2)cc1 | nt | 6
C[C@@H]1CN([C@@H](C)CO)C(=O)Cc2cc(NC(=O)Cc3ccccc3)ccc2O[C@@H]1CN(C)C(=O)NC1CCCCC1 | -3 | 1
Cc1ccc(C(C)C)c(OCC(=O)Nc2ccccc2C#N)c1 | -22 | -2
C[C@@H]1CN([C@H](C)CO)C(=O)c2cccc(NC(=O)Nc3ccc(F)cc3)c2O[C@@H]1CN(C)C(=O)NC1CCCCC1 | -7 | nt
Cc1cc(Cl)c(S(=O)(=O)Nc2cccc(Br)c2)cc1OCC(N)=O | -12 | -2
CC(C)COCC(CN(Cc1ccccc1)c1ccccc1)N1CCCC1 (configuration not stated) | -56 | nt
NS(=O)(=O)C#Cc1ccccc1 | -31 | nt
O=C1C[C@@H](c2ccc(O)cc2)Oc2cc(O)c([C@@H]3O[C@H](CO)[C@@H](O)[C@H](O)[C@H]3O)c(O)c21 | -8 | 1
CC(=O)N[C@@H](Cc1c[nH]c2ccccc12)C(N)=O | nt | -1

Filtered by structure: the compounds so far with two or more sulfur atoms (5)
Compound | p53 PUMA act | STK33 inh
O=S(=O)(Nc1ccc(Cl)cn1)c1cccc(S(=O)(=O)c2ccccc2)c1 | -2 | 2
COc1ccc(S(=O)(=O)N(C)C[C@H]2OCCCC[C@@H](C)Oc3ccc(NS(=O)(=O)c4cn(C)cn4)cc3C(=O)N([C@H](C)CO)C[C@@H]2C)cc1 | nt | 2
C[C@H]1CN([C@@H](C)CO)C(=O)Cc2cc(NC(=O)Nc3ccc4c(c3)OCO4)ccc2O[C@@H]1CN(C)S(=O)(=O)c1cccs1 | nt | 2
C[C@@H]1CCCCO[C@@H](CN(C)Cc2ccc(C(=O)O)cc2)[C@@H](C)CN([C@H](C)CO)C(=O)c2cc(NS(=O)(=O)c3cccs3)ccc2O1 | nt | 2
O=C(CSc1nc2ccc(NC(=O)c3ccccc3Cl)cc2s1)Nc1ccc(F)cc1 | -26 | 0

One compound at a time (already shown). Order of screens: p53 PUMA act | STK33 inh
Shown for CNC[C@H]1Oc2ccc(NS(=O)(=O)c3ccc(C)cc3)cc2CC(=O)N([C@@H](C)CO)C[C@H]1C → 14 | -1
Shown for Cc1ccc(C(C)C)c(OCC(=O)Nc2ccccc2C#N)c1 → -22 | -2

Remaining list, next part
Compound | p53 PUMA act | STK33 inh
O=C(CC1NC2CCCCC2NC1=O)Nc1ccc(Cl)c(Cl)c1 (configuration not stated) | 7 | 1
COc1ccc(-c2cnc3c(c2)C(=O)N([C@H](C)CO)C[C@H](C)[C@H](CN(C)Cc2ccc4c(c2)OCO4)O3)cc1 | 7 | 1
COc1cc(CN2CCN(CCO)CC2)c([N+](=O)[O-])cc1OC | -4 | -4
C[C@@H]1CN([C@@H](C)CO)C(=O)c2cccc(NC(=O)c3nc4ccccc4s3)c2O[C@H]1CN(C)C(=O)Nc1ccccc1 | -5 | nt
C[C@H]1CN([C@@H](C)CO)S(=O)(=O)c2ccc(/C=C/c3ccccc3)cc2O[C@@H]1CN(C)C(=O)CN1CCOCC1 | 2 | nt
C[C@@H]1CCCCO[C@@H](CN(C)Cc2ccncc2)[C@H](C)CN([C@H](C)CO)C(=O)c2cc(N(C)C)ccc2O1 | 1 | nt
C[C@H](CO)N1C[C@H](C)[C@H](CN(C)Cc2ccncc2)Oc2ccc(NS(=O)(=O)c3cn(C)cn3)cc2CC1=O | nt | 0
C[C@H]1CN([C@@H](C)CO)C(=O)c2cccc(NC(=O)Nc3ccc(F)cc3)c2O[C@H]1CN(C)Cc1ccc(C(F)(F)F)cc1 | -13 | nt
Cc1noc(C)c1S(=O)(=O)Nc1ccc2c(c1)C(=O)N([C@H](C)CO)C[C@H](C)[C@H](CN(C)Cc1ccc(Oc3ccccc3)cc1)O2 | nt | -1
C[C@H](CO)N1C[C@H](C)[C@@H](CN(C)C(=O)Nc2ccc(C(F)(F)F)cc2)Oc2c(NS(=O)(=O)c3ccccc3)cccc2C1=O | -6 | nt
COC(=O)C1=COC(O[C@@H]2O[C@H](CO)[C@@H](O)[C@H](O)[C@H]2O)[C@@H]2[C@@H](C)[C@@H](OC(=O)/C=C/c3ccc(O)c(O)c3)[C@@H](O)[C@H]12 (some centres not stated) | -6 | 5
COc1ccc(S(=O)(=O)Nc2ccc3c(c2)CC(=O)N([C@H](C)CO)C[C@@H](C)[C@H](CN(C)C(=O)Nc2ccc(F)cc2)O3)cc1 | nt | -1
COc1ccc(S(=O)(=O)N(C)CC(=O)Nc2cc(C(F)(F)F)ccc2Cl)cc1C | 12 | 0
CCCN(C)C[C@H]1Oc2ncc(C#CCOC)cc2C(=O)N([C@@H](C)CO)C[C@H]1C | 7 | nt
Cc1noc(C)c1NC(=O)N(C)C[C@H]1OCCCC[C@@H](C)Oc2ccc(N(C)C)cc2C(=O)N([C@H](C)CO)C[C@H]1C | 0 | nt
C[C@H](CO)N1C[C@H](C)[C@@H](CN(C)C(=O)c2ccccc2)OCc2cn(nn2)CCCC1=O | -5 | -3
C[C@@H]1CN([C@@H](C)CO)S(=O)(=O)c2ccc(C#Cc3cccc(F)c3)cc2O[C@H]1CN(C)C(=O)NC1CCCCC1 | -30 | nt
C=C(C)[C@H]1C[C@]2(C)[C@@H](C)C[C@H](O)C[C@H]2[C@H](OC(=O)C=C(C)C)[C@@H]1O | 11 | -4
C[C@H](CO)N1C[C@H](C)[C@H](CN(C)Cc2ccc(C(=O)O)cc2)Oc2c(NC(=O)c3ccncc3)cccc2C1=O | -3 | nt
CNC[C@@H]1Oc2ccc(NC(=O)c3ccncc3)cc2CC(=O)N([C@@H](C)CO)C[C@@H]1C | 2 | 1
C[C@@H]1CN([C@H](C)CO)C(=O)Cc2cc(NS(C)(=O)=O)ccc2O[C@@H]1CN(C)Cc1ccccc1 | nt | -2
C[C@@H]1CN([C@@H](C)CO)C(=O)Cc2cc(N(C)C)ccc2O[C@@H]1CN(C)Cc1ccc(C(=O)O)cc1 | 0 | -2
CC(=O)Nc1ccc(S(=O)(=O)NCc2ccc3[nH]c4c(c3c2)CCCC4)cc1 | 17 | -1
CO[C@H]1C[C@@H]2CC[C@@H](C)[C@@](O)(O2)C(=O)C(=O)N2CCCC[C@H]2C(=O)O[C@H](C(C)CC2CC[C@@H](O)[C@H](OC)C2)CC(=O)[C@H](C)/C=C(\C)[C@@H](O)[C@@H](OC)C(=O)[C@H](C)C[C@H](C)/C=C/C=C/C=C\1C (some centres not stated) | -46 | -2
CCOC(=O)c1c(NC(=O)C(C)n2nc([N+](=O)[O-])c(Br)c2C)sc(C)c1C (configuration not stated) | 0 | -3
C[C@@H]1CN([C@H](C)CO)C(=O)Cc2cc(NC(=O)Cc3cn(C)c4ccccc34)ccc2O[C@@H]1CN(C)S(=O)(=O)c1cn(C)cn1 | -9 | -3
C[C@H]1CN([C@@H](C)CO)C(=O)c2cccc(NS(=O)(=O)c3cn(C)cn3)c2O[C@@H]1CN(C)Cc1ccc(Cl)c(Cl)c1 | -4 | nt
NC(=O)C1(N2CCCCC2)CCN(C(=O)CSc2nc3ccccc3s2)CC1 | -1 | -1
COCCOC(=O)N1C(=O)[C@@]2(c3cc(C#CC4(O)CCCCCC4)ccc31)[C@H](c1ccc(O)cc1)N1[C@H](c3ccccc3)[C@H](c3ccccc3)OC(=O)[C@H]1[C@@H]2C(N)=O | nt | 1
Cc1ccccc1-c1nnc(SCC(=O)Nc2ccc(N3CCOCC3)cc2)o1 | 39 | 1
C[C@H]1CN([C@@H](C)CO)C(=O)c2cccc(NC(=O)Nc3ccc4c(c3)OCO4)c2O[C@@H]1CN(C)C | 58* | nt
Cc1ccc(N(CC(=O)Nc2ccccc2Sc2ccccc2)S(C)(=O)=O)c(C)c1 | -6 | -2
CCOc1ccc2ccccc2c1C(=O)NCc1cccnc1 | 0 | 6
C[C@H](CO)N1C[C@H](C)[C@H](CN(C)C(=O)Nc2ccc3c(c2)OCO3)Oc2ncc(C#Cc3ccc(C(F)(F)F)cc3)cc2C1=O | nt | 4
CN1CCN(c2ccccc2NC(=O)COc2ccccc2[N+](=O)[O-])CC1 | 2 | 3
COc1cccc(NC(=O)CSc2nc(C)c(C)c(C)c2C#N)c1 | 0 | -2
C[C@H](CO)N1C[C@H](C)[C@H](CN(C)S(C)(=O)=O)Oc2ccc(NC(=O)CCN3CCOCC3)cc2C1=O | nt | 2
COc1ccc(Cn2c(-c3ccc(OC)c(O)c3)nc3ccccc32)cc1O | 28 | -2
C[C@@H]1CN([C@@H](C)CO)C(=O)c2cc(NC(=O)Nc3ccc(F)cc3)ccc2O[C@H]1CN(C)C(=O)Nc1ccc(F)cc1 | -8 | nt
CS(=O)(=O)N(CC(=O)Nc1ccc(Cl)cc1)c1cccc([N+](=O)[O-])c1 | -7 | -17
Cc1cc(C)c(OCC(=O)Nc2ccc(C)cc2[N+](=O)[O-])c(Cl)c1 | 40 | -1
CC(C)NC(=O)Nc1ccc2c(c1)C(=O)N([C@H](C)CO)C[C@@H](C)[C@@H](CN(C)Cc1ccc(C(=O)O)cc1)OCCCC[C@H](C)O2 | 8 | nt
CCCOc1ccc(C2C(C(=O)Nc3ccccc3OC)=C(C)Nc3ncnn32)cc1OC (configuration not stated) | 5 | 5
O=C(Nc1ccccc1C(=O)NCc1ccco1)c1ccccc1Cl | 0 | -1
Cc1ccccc1OCC(=O)Nc1cccc(NC(=O)C(C)C)c1 | 62* | -5
NNC(=O)Cc1csc(-c2cccc(-n3cccc3)c2)n1 | 18 | nt
CCOC(=O)N1CCN(Cc2nnc(-c3ccc4c(c3)OCO4)o2)CC1 | 8 | nt
COc1ccccc1S(=O)(=O)N(C)C[C@@H]1OCc2cnnn2CCCC(=O)N([C@@H](C)CO)C[C@H]1C | nt | -1
O=C(NCc1ccco1)c1ccc(NC(=O)C2COc3ccccc3O2)cc1 (configuration not stated) | 6 | 1
COc1ccc(Cl)cc1NC(=O)C(=O)NCc1cccnc1 | 3 | 0
CC(C)n1cc(-c2nc(C(C)(C)C)cs2)c(=O)n(Cc2ccccc2)c1=O | -18 | nt

Only part of the results is shown; the hit share may differ from the screen's.
